# Compound activity from PubChem.
# POLB inh – qHTS Assay for Inhibitors of DNA Polymerase Beta; Pol beta primer extension/strand displacement, fluorescence kinetic; Potency, µM (top dose mostly 114 µM), for the others: at the highest dose activity change, negative = inhibition, most hits filed as inhibitors; hit rate 1.3% among 340,000; further: potency means the concentration at half of the fitted maximal effect; on the % scale 0 is the no-effect control and ±100 the full control effect
#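 Homogeneous kinetic assay of primer extension and strand displacement by 10 nM Pol beta, preincubated 15 min at room temperature with compound before 50 nM substrate (final) was added. Read at 0 and 10 min; four-parameter Hill fit.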
# Apoferritin bind – qHTS Assay for Identification of Novel General Anesthetics; apoferritin/1-aminoanthracene competitive binding, fluorescence; Potency, µM (top dose mostly 77.5 µM), without a hit: at the highest dose activity change, negative = displacement, hits mostly inhibitors; hit rate 0.074% among 350,000; AID 485281, 2010; further: potency means the concentration at half of the fitted maximal effect; on the % scale 0 is the no-effect control and ±100 the full control effect; nearly all actives have a fitted effect of over 20% in size
#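 Apoferritin-based anesthetic binding model; compound displacement of fluorescent 1-AMA measured as endpoint fluorescence after 10 minutes at room temperature, scaled to free-ligand and complex controls.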
# APE1 inh – qHTS Assay for Inhibitors of the Human Apurinic/apyrimidinic Endonuclease 1 (APE1). DNA repair nuclease/redox regulator APEX1 (Homo sapiens), P27695. recombinant APE1, TAMRA/BHQ-2 abasic DNA cleavage fluorescence. Potency, µM (highest dose often 65.8 µM), for inactives: top-dose activity change, negative = inhibition, usual class: inhibitors. hit rate 0.35% among 350,000. AID 2517, 2012;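 further: potency means the concentration at half of the fitted maximal effect; plate controls were vehicle for no effect and reference inhibitor for full effect; nearly all actives have a fitted effect of over 55% in size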
#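 Substrate: short duplex with […] THF abasic site, 5'-TAMRA and 3'-BHQ-2, 50 nM final. APE1 at 0.75 nM, preincubated 15 min RT with compound. Fluorescence increase from first to third read measured activity.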
# POLH inh – qHTS for Inhibitors of Polymerase Eta. DNA polymerase eta (Homo sapiens), Q9Y253. recombinant Pol eta, fluorescent DNA replication assay. Potency, µM (top dose mostly 114 µM), for inactives: at the top dose activity change, negative = inhibition, actives largely listed as inhibitors. hit rate 1.2% among 390,000. AID 588591, 2011; further: potency means the concentration at half of the fitted maximal effect; on the % scale 0 is the no-effect control and ±100 the full control effect
#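 Pol eta at 10 nM preincubated with compounds 15 min at room temperature; reaction started with fluorescent substrate (50 nM final) and read kinetically at 0 and 10 min.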
# Pol kappa inh – qHTS for Inhibitors of Polymerase Kappa. DNA polymerase kappa (Homo sapiens), Q9UBT6. purified Pol kappa, fluorescent DNA synthesis assay, 10 min. Potency, µM (series often up to 107 µM), for the others: at the highest dose activity, negative = inhibition, most hits filed as inhibitors. hit rate 0.53% among 400,000. AID 588579, 2011; further: potency means the concentration at half of the fitted maximal effect; on the % scale 0 is the no-effect control and ±100 the full control effect
#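 10 nM Pol kappa preincubated 15 min at room temperature with compounds, then reaction started with substrate at 50 nM final. Fluorescence read kinetically at 0 and 10 min; buffer-only wells served as negative control.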
# BLM helicase inh – qHTS Assay for Inhibitors of Bloom's syndrome helicase (BLM); RecQ-like DNA helicase BLM (Homo sapiens), P54132; Potency, µM (top dose mostly 56.1 µM), for inactives: at the highest dose activity change, negative = inhibition, most hits filed as inhibitors; recombinant BLM DNA unwinding, fluorescence dequenching; hit rate 0.2% among 350,000; AID 2528, 2010;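 further: potency means the concentration at half of the fitted maximal effect; plate controls were vehicle for no effect and no enzyme for full effect; nearly all actives have a fitted effect of over 35% in size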
# RXFP1 antagonist – qHTS Assay for Antagonists of the Relaxin Receptor RXFP1; Relaxin receptor 1 (Homo sapiens), Q9HBX9; HEK293-RXFP1, relaxin-stimulated cAMP HTRF, 30 min; active compounds read low; activity change, negative = inhibition, % at 57.5 µM; hit rate 0.59% among 350,000; AID 1259400, 2018;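 active means activity change of -60% or lower, but not beyond a set lower limit; inconclusive means change between -60% and -40%, or beyond the set limit; inactive means change above -40%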; further: on the % scale 0 is the no-effect control and ±100 the full control effect
# PGK inhibitor – qHTS Assay to Find Inhibitors of Phosphoglycerate Kinase. PGK/GAPDH coupled, Kinase-Glo luminescence, 60 min. hit rate 0.043% among 380,000. AID 602233, 2012. Phosphoglycerate kinase, glycosomal (Trypanosoma brucei brucei), P07378. Potency, µM (series often up to 57.5 µM), for the others: at the top dose activity change, negative = inhibition, usual class: inhibitors; further: potency means the concentration at half of the fitted maximal effect; on the % scale 0 is the no-effect control and ±100 the full control effect; nearly all actives have a fitted effect of over 60% in size
#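 Recombinant glycosomal PGK reaction used 1,3-bisphosphoglycerate generated in-well by GAPDH (100nM final) in 100mM TEA pH 7.6, 5mM MgCl2, 0.01% Tween-20. After 60 minutes at room temperature, ATP was read by Kinase-Glo Plus luminescence end-point.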
# POLI inh – qHTS for Inhibitors of Polymerase Iota; Pol iota fluorescent replication assay, 10 min; Potency, µM (titrated, usually from 115 µM), inactives show top-dose activity, negative = inhibition, hits mostly inhibitors; DNA polymerase iota (Homo sapiens), Q9UNA4; hit rate 1% among 390,000; further: potency means the concentration at half of the fitted maximal effect
#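 Pol iota at 10 nM preincubated 15 min with compounds at room temperature; reaction started with fluorescent substrate, 50 nM final. Fluorescence read kinetically at 0 and 10 min; buffer-only wells as negative control.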
# Numbers without * were called inactive; i = inactive; ? = inconclusive; · = not tested or not shown; & = joins results of further samples; [ ] = remark or other dose. Unless noted, the call rests on the fitted dose curve; in most records, active means well fitted curve in the direction sought with a large enough effect; inconclusive means small, poorly fitted or top-dose-only effect, or another doubt; inactive means no such curve, though single readings can be large; an effect the other way counts as inactive or inconclusive.
SMILES,POLB inh,Apoferritin bind,APE1 inh,POLH inh,Pol kappa inh,BLM helicase inh,RXFP1 antagonist,PGK inhibitor,POLI inh
O=C1Nc2ccccc2C(=O)N2C[C@@H](O)C[C@H]12,28%,3%,5%,-9%,0%,-6%,-4,2%,3%
Cc1occc1C(=O)Nc1cnn(CCCC(=O)O)c1,1%,0%,14%,-10%,-3%,-4%,0,i,-5%
CCCn1c(N)c(N(CCOC)C(=O)c2c(CC)noc2C)c(=O)[nH]c1=O,·,·,0%,-14%,-19%,·,2,-12%,13%
CCC(=O)c1ccc(OCc2cn(CC(=O)c3ccc(O)cc3)nn2)cc1,·,·,·,-3%,19%,·,·,0%,?
Cc1cc2oc3cc(NCCC4CCCN4C)ccc3c(=O)c2cc1C (stereo not given),·,·,·,?,-4%,·,·,-1%,-19%
COc1ccc(F)cc1NC(=O)C1CCN(c2nc(-c3ccc(OC)c(OC)c3)no2)CC1,14%,-3%,·,-13%,0%,-7%,-8,-7%,-7%
COc1ccc(OC)c(NC(=O)C2CCN(S(=O)(=O)c3ccc(C)cc3)CC2)c1,1%,-14%,·,-15%,-34%,-4%,-3,-1%,?
CCCCCC(=O)N1CCN(S(=O)(=O)c2ccc3c(c2)OCCCO3)CC1,·,·,2%,-10%,-3%,·,-18,i,30%[activator]
CC1CN(C(=O)Nc2ccc(C(=O)NCc3ccccc3F)cc2)c2ccccc2S1 (stereo not given),1%,48%[activator],·,-3%,-9%,-5%,-13,6%,?
Cc1cc(NC(=O)CSc2nccn2C)no1,1%,-1%,1%,-9%,-1%,2%,-3,-15%,-24%
CC(N)(Cc1ccc(O)cc1)C(=O)O (stereo not given),8%[57.1 µM],·,-8%,-8%[57.1 µM],-16%[60.1 µM],·,·,·,2%[58.9 µM]
O=C(CSc1nc2c(cnn2-c2ccccc2)c(=O)[nH]1)c1ccc(Cl)cc1,5µM*,-8%,-6%,?,4%,5%,-21,·,?
O=C(NCCN1CCNC1=O)C1CCC(=O)N(CCc2ccccc2)C1 (stereo not given),77%,3%,29%,-16%,-2%,-1%,-1,-4%,25%
O=C(CSc1nccn(-c2ccc3c(c2)OCCO3)c1=O)Nc1ccccc1,·,·,0%,-11%,-2%,·,-21,-3%,?
Cc1cc(N2CCN(C(=O)c3ccco3)CC2)n2nc(C)nc2n1,-1%,-7%,-3%,-6%,17%,2%,-27,-9%,5%
Cc1cc(Cl)n2ncc(-c3ccccc3)c2n1,18%,4%,2%,8%,-10%,-2%,3,-6%,133%[activator]
COc1ccc(Cl)cc1Nc1nc2ccc(C(=O)c3ccccc3)cc2n2cnnc12,24%,1%,·,11%,5%,-2%,-2,-10%,-10%
CCn1c2ccccc2c2cc(NC(=O)c3ccccc3-c3ccccc3C(=O)O)ccc21,?,38%[activator],2%,-14%,-5%,?,8,-3%,-10%
COc1ccc(OC)c(C2C(C(=O)Nc3ccc(C)cc3C)=C(C)Nc3c(C(=O)Nc4ccc(F)cc4)cnn32)c1 (stereo not given),-3%,6%,·,-14%,-23%,-9%,-3,-3%,12%
CC(NC(=O)c1c2c(nc3ccccc13)C(=O)N(C1CCCCC1)C2)c1ccccc1 (stereo not given),0%,-14%,·,1%,9%,-1%,-23,-1%,9%

# Compounds shown so far containing sulfur:
SMILES,POLB inh,Apoferritin bind,APE1 inh,POLH inh,Pol kappa inh,BLM helicase inh,RXFP1 antagonist,PGK inhibitor,POLI inh
COc1ccc(OC)c(NC(=O)C2CCN(S(=O)(=O)c3ccc(C)cc3)CC2)c1,1%,-14%,·,-15%,-34%,-4%,-3,-1%,?
CCCCCC(=O)N1CCN(S(=O)(=O)c2ccc3c(c2)OCCCO3)CC1,·,·,2%,-10%,-3%,·,-18,i,30%[activator]
CC1CN(C(=O)Nc2ccc(C(=O)NCc3ccccc3F)cc2)c2ccccc2S1 (stereo not given),1%,48%[activator],·,-3%,-9%,-5%,-13,6%,?
Cc1cc(NC(=O)CSc2nccn2C)no1,1%,-1%,1%,-9%,-1%,2%,-3,-15%,-24%
O=C(CSc1nc2c(cnn2-c2ccccc2)c(=O)[nH]1)c1ccc(Cl)cc1,5µM*,-8%,-6%,?,4%,5%,-21,·,?
O=C(CSc1nccn(-c2ccc3c(c2)OCCO3)c1=O)Nc1ccccc1,·,·,0%,-11%,-2%,·,-21,-3%,?

# Additional compounds
SMILES,POLB inh,Apoferritin bind,APE1 inh,POLH inh,Pol kappa inh,BLM helicase inh,RXFP1 antagonist,PGK inhibitor,POLI inh
CCN(CC)S(=O)(=O)c1ccc2[nH]c(=O)cc(C(=O)NCC(c3ccco3)N3CCCC3)c2c1 (stereo not given),·,·,15%,-3%,0%,·,-15,-9%,19%
O=C1CC(Cc2ccccc2)C(=O)N1CCc1ccc2c(c1)OCO2 (stereo not given),13%,-5%,17%,-7%,-12%,-3%,7,0%,6%
O=C1c2ccc(-c3ccc(Cl)c(C(F)(F)F)c3)cc2S(=O)(=O)c2cccc(C(=O)N3CCN(c4ccc(Cl)cn4)CC3)c21,·,·,-12%,-15%,-11%,·,·,-8%,40%[activator]
CCn1c(SCC(=O)O)nnc1-c1ccccc1OC,-21%,-19%,11%,-6%,7%,-12%,6,9%,-1%
CC(C)c1ccc(S(=O)(=O)N2CCN(C(=O)CN3C(=O)NC(C)(c4ccccc4)C3=O)CC2)cc1 (stereo not given),·,·,9%,-19%,-8%,·,-5,8%,9%
C[C@H](CCC(=O)O)[C@H]1CC[C@H]2[C@@H]3CC[C@@H]4C[C@H](O)CC[C@]4(C)[C@H]3C[C@H](O)[C@]12C,·,·,19%,-20%&-18%&-3%,-6%,6%,·,-4%&-8%&-1%,-8%&2%&9%
CC1(OC(=O)CCc2ccccc2)C(=O)C=C2C=C(c3ccc(C#N)cc3)N(c3ccccc3)C=C2C1=O (stereo not given),20%,6%,-3%[12.4 µM],-2%,-8%,-1%[12.4 µM],·,-2%,16%
COc1ccc(-c2nc(CSCC(=O)N3CCN(c4ccc(F)cc4)CC3)c(C)o2)cc1,-21%,-8%,·,-7%,-7%,-2%,?,-4%,0%
O=C(Cn1nnc(-c2cccs2)n1)OC1CCCCC1,-18%,2%,1%,-9%,-20%,-4%,4,-2%,5%
NNC(=O)CN1C(c2ccc(Cl)cc2)=Nc2ccc(Br)cc2C1c1ccccc1 (stereo not given),8%,-9%,1%,-4%,-13%,-9%,-10,4%,4%
O=C(Nc1ncccn1)c1cccc(Cl)c1,·,·,·,-10%,8%,·,0,-1%,24%
Cc1ccc(NCc2nnc(SCC(=O)NCCc3ccccc3)n2C)cc1,2%,-5%,3%,-10%,-4%,-1%,4,-3%,1%
CCn1cc(C(=O)OCC(=O)Nc2cccc(S(=O)(=O)N3CCOCC3)c2)c(=O)c2ccc(C)nc21,12%,-4%,-5%,-5%,-6%,-3%,6,i,-9%
Cc1cc(NC(=O)CSc2nc3c(c(=O)n2-c2ccc(Cl)cc2)SCC3)no1,·,·,·,-10%,3%,·,-22,-1%,2%
COCc1ccc(CN2CCCC(C(=O)Nc3ccccc3-c3ccc(OC)cc3)C2)o1 (stereo not given),39%[activator],2%,3%,-11%,-9%,-1%,27,1%,9%
COc1ccc(-n2ccnc(NCc3ccc(C)cc3)c2=O)cc1OC,-1%,-23%,·,-19%,-2%,-1%,·,-2%,13%
CC(C)Cn1c(=O)c2ccccc2n2c(CCC(=O)NC3CCN(Cc4ccccc4)CC3)nnc12,30%,-10%,57%,-10%,11%,-1%,1,-10%,16%
Cc1nnc(NC(=O)c2oc3ccccc3c2C)s1,?,-7%,4%,-1%,0%,-7%,4,-1%,23%
COc1ccc(CN(C)CCCn2cnc(C(=O)Nc3ccc(C)c(C)c3)n2)cc1OC,·,·,·,-7%,-5%,·,·,7%,-7%
Fc1ccc(OCc2nc(-c3ccncc3)n[nH]2)cc1,28%,-7%,2%,-22%,5%,-4%,-2,0%,114%[activator]
COc1ccccc1Nc1ccc2nonc2c1[N+](=O)[O-],16%,-4%,21%,3%,-7%,-2%,6,4%,11%
COCCN(C(=O)CSc1nc2ccccc2o1)c1c(N)n(Cc2ccccc2)c(=O)[nH]c1=O,·,·,18%,-7%,-7%,·,-1,-14%,-3%
COC(=O)c1ccc(CNC(=O)c2ccc(S(=O)(=O)N3CCCCCC3)cc2)cc1,·,·,10%,-18%,-8%,·,-7,-5%,-7%

# POLB inh, entries above that show a hit
SMILES,POLB inh,Apoferritin bind,APE1 inh,POLH inh,Pol kappa inh,BLM helicase inh,RXFP1 antagonist,PGK inhibitor,POLI inh
O=C(CSc1nc2c(cnn2-c2ccccc2)c(=O)[nH]1)c1ccc(Cl)cc1,5µM*,-8%,-6%,?,4%,5%,-21,·,?

# Pulled by compound from the entries so far, two records:
SMILES,POLB inh,Apoferritin bind,APE1 inh,POLH inh,Pol kappa inh,BLM helicase inh,RXFP1 antagonist,PGK inhibitor,POLI inh
COc1ccc(-n2ccnc(NCc3ccc(C)cc3)c2=O)cc1OC,-1%,-23%,·,-19%,-2%,-1%,·,-2%,13%
O=C1c2ccc(-c3ccc(Cl)c(C(F)(F)F)c3)cc2S(=O)(=O)c2cccc(C(=O)N3CCN(c4ccc(Cl)cn4)CC3)c21,·,·,-12%,-15%,-11%,·,·,-8%,40%[activator]

# An excerpt, so the mix of outcomes need not match the whole.
